Anthrax LF prot = inhibitors of Bacillus anthracis lethal factor protease. P15917. 360,000 compounds, 0.12% hits. inhibition, % at 10 µM. multiplex microsphere protease cleavage assay, LF; also: plate controls were buffer without enzyme for full effect and enzyme alone for no effect
PrPC surface inh = cell surface PrPC inhibition, primary TR-FRET screen | P04156 | TR-FRET read-out | inhibition, % at 13.8 µM | 370,000 compounds, 0.43% hits; in the data active = inhibition above about 24%; also: 0% = median of the test wells and 100% = reference compound wells
BoNT-F LC inh = BoNT F light chain protease inhibition | Multiplex microsphere protease cleavage assay, flow cytometry | inhibition, % at 10 µM | 360,000 compounds, 0.22% hits | AID 588497; in the data active = inhibition above about 35%, passing the limit was not always enough; inconclusive = no clear call, values can overlap the other calls; also: plate controls were buffer without enzyme for full effect and enzyme alone for no effect
CCHF vOTU inh = blocks the CCHF virus ovarian tumor domain protease | CCHFV vOTU protease, Pep-AMC fluorescence | inhibition, % at 11.5 µM | 370,000 compounds, 0.55% hits; in the data active = inhibition above about 30%; also: 0% = vehicle wells with enzyme and 100% = no enzyme wells
PriA SSB inh = K. pneumoniae PriA-SSBct interaction inhibition | inhibition, % at 33 µM | 430,000 compounds, 0.6% hits | AlphaScreen SSBct-PriA binding, biotinylated peptide; in the data active = inhibition mostly above about 37%, no sharp cut-off; inactive = mostly below about 20%;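 also: plate controls were negative control peptide for no effect and reference peptide for full effect; strong numbers were not always called active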
Rv3671c protease = Rv3671c (M. tuberculosis) protease inhibition; P9WHR9; inhibition, % at 5.96 µM; 320,000 compounds, 0.048% hits; AID 2606; in the data active = inhibition above about 38%;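 also: extracellular domain of Rv3671c used as enzyme; 0% = enzyme with DMSO and 100% = no enzyme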
Target sequence (P9WHR9 whole entry, looked up, the tested form may be a part): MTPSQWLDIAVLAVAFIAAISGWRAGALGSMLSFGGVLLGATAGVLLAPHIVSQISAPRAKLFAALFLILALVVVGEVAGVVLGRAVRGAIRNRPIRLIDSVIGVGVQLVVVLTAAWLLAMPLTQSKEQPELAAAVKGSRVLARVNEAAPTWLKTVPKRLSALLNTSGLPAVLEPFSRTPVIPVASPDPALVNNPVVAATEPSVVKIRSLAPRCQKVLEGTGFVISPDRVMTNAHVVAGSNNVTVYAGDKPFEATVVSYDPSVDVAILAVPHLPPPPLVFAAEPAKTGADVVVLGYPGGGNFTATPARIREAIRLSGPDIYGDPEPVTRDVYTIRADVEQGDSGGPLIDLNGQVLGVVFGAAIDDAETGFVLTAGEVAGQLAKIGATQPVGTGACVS
3CLpro inhibitor = SARS-CoV 3CLpro protease inhibition. 290,000 compounds, 0.14% hits. P0C6X7. inhibition, % at 6 µM. recombinant SARS-CoV 3CLpro, quenched FRET peptide cleavage; in the data active = inhibition above about 12%
BoNT A protease = BoNT A light chain protease inhibition; inhibition, % at 10 µM; AID 588499; 360,000 compounds, 0.17% hits; multiplex microsphere protease substrate cleavage, flow cytometry; also: plate controls were buffer without enzyme for full effect and enzyme alone for no effect
MazF activator = MazEF (E. coli) toxin RNase activation | 350,000 compounds, 0.32% hits | FAM/BHQ RNA-DNA oligo cleavage fluorescence, 5 h | P0AE70 | activation, % at 20 µM; in the data active = activation above about 50%
Target sequence (P0AE70 whole entry, looked up): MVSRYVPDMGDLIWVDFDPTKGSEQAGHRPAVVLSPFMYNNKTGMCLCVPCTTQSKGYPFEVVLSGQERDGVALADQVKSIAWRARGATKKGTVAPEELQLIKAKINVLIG
VHR inh abs = DUSP3 (human) phosphatase inhibition; P51452; recombinant VHR phosphatase, pNPP absorbance; inhibition, % at 13.3 µM; 290,000 compounds, 0.52% hits; AID 1654; in the data active = inhibition above about 50%; also: some compounds called inactive have numbers as strong as hits
Target sequence (P51452 whole entry, looked up): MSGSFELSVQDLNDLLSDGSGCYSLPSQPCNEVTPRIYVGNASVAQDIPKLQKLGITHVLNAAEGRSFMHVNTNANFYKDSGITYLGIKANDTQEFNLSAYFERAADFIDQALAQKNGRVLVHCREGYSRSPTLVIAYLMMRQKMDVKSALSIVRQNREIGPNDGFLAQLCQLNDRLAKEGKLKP
Numbers without * were called inactive; ? = inconclusive; . = not tested or not shown; & = joins results of further samples. Rule as the data show it, unless noted: active = inhibition above about 30%; inconclusive = no clear call, values can overlap the other calls; inactive = below that. Only part of the results is shown; the hit share may differ from the screen's.

SMILES	Anthrax LF prot	PrPC surface inh	BoNT-F LC inh	CCHF vOTU inh	PriA SSB inh	Rv3671c protease	3CLpro inhibitor	BoNT A protease	MazF activator	VHR inh abs
CC(C)(C)c1cc(CCC(=O)NCc2cccnc2)cc(C(C)(C)C)c1O	6	5	-3	-9	3	.	-4	-0.7	4	-3
Cc1oc(-c2ccccc2Cl)nc1CN(Cc1ccccn1)C[C@@H]1CCC(=O)N1	0	5	-3	1	-6	7	-2	-0.2	3	25
Nc1nonc1-n1nnc(C(=O)N/N=C/c2cccnc2)c1CSc1ccccc1	4	9	4	-9	.	-11	4	6.7	23	18
COc1cc(C(C)=O)ccc1OCC(=O)NCC(c1ccc(F)cc1)N1CCOCC1 (centres undefined)	-4	-4	3	-4	-8	4	.	0.1	10	.
NCC(c1ccco1)c1c[nH]c2ccccc12 (centres undefined)	0	-3	-2	-9	6	.	0	3.4	1	17
O=C(Oc1ccccc1N1C(=O)C2CCCCC2C1=O)c1ccc(Cl)cc1 (centres undefined)	-3	4	-2	8	-11	-5	5	0.6	3	4
Cc1c(Cl)cccc1NC(=O)CCN1CCOCC1	-9	3	?	6	-2	2	-2	0.9	5	6
O=C(Nc1ccc(OCCO)cc1)c1csc([C@@H]2C[C@H](O)[C@@H](CO)O2)n1	4	2	1	0	.	.	.	-0.4	.	.
COc1ccccc1OCCNc1nc2c(c(=O)n(C)c(=O)n2C)n1C	-2	2	12	4	-5	1	-4	0.2	5	9
Cc1ccc(C)c(NC(=O)C[n+]2ccccc2)c1	.	0	.	-5	-6	1	1	.	-8	9
Cc1ccccc1-n1nnnc1SCc1csc(-c2ccccc2)n1	-3	-3	14	-2	-32	-4	4	0.5	-7	32
Cc1sc2nc(CSCC(=O)Nc3c(F)cccc3F)[nH]c(=O)c2c1C	?	0	?	-8	-5	0	.	?	-5	.
CCOC(=O)Cn1c(=O)oc2cc(S(=O)(=O)N3CCN(C(=O)OCC)CC3)ccc21	-2	-8	3	11	-13	10	-4	0.4	10	-3
CCc1cccc(CC)c1NC(=O)C(CC)Sc1nc2ccncc2[nH]1 (centres undefined)	-7	3	-1	10	7	0	-2	-0.5	5	13
NC(=O)C1C(=O)c2ccccc2C1(C[N+](=O)[O-])c1ccccc1 (centres undefined)	-4	3	0	46*	1	.	.	-0.1	-29	.
O=C(Cn1cc(C=C2C(=O)NC(=O)NC2=O)c2ccccc21)NCC1CCCO1 (centres undefined)	1	-2	-3	5	0	-5	3	-0.9	-215	12
COc1ccc(-c2nc3ccccc3c(=O)n2CCOc2cc(C)ccc2C)cc1	-1	2	-1	-15	1	-3	-2	0.6	-5	4
CC(=O)c1ccc(NC(=O)CN2CCN(CC(=O)Nc3ccc(C(C)=O)cc3)CC2)cc1	9	-1	14	-15	-1	.	-1	-5.0	15	-29
Cc1occc1-c1nnc(SCC(=O)c2ccc3c(c2)OCCO3)n1CC1CCCO1 (centres undefined)	-3	-3	-3	-9	-2	2	3	0.1	4	11
Cc1cnc(C(=O)Nc2ccccc2-n2cccc2)cn1	0	-8	0	9	-24	-3	-1	0.1	-11	-6
CCCCNC(=O)COC(=O)CCC(=O)c1cccs1	-2	-5	-4	-11	-13	-2	0	0.2	4	5
Cn1ccc2c(N3CCCCCC3)cc3c(c21)C1CCC3O1 (centres undefined)	-1	-4	-5	2	.	.	.	-0.3	.	.
O=c1c2ccccc2nc(/C=C/c2ccccc2)n1-c1ccccc1O	11	9	21	-6	-2	-15	7	2.6	12	28
CCOc1cc(S(=O)(=O)NCc2ccc(OC)cc2)c(OCC)cc1-n1cnnn1	-4	-1	0	-10	-10	0	2	?	-6	4
COc1ccc(S(N)(=O)=O)cc1C(=O)OCCCOc1ccc(F)cc1	-2	5	-14	3	-5	-1	-3	-0.1	-5	7

Seven records picked at random from the list so far, as already listed:
SMILES	Anthrax LF prot	PrPC surface inh	BoNT-F LC inh	CCHF vOTU inh	PriA SSB inh	Rv3671c protease	3CLpro inhibitor	BoNT A protease	MazF activator	VHR inh abs
Nc1nonc1-n1nnc(C(=O)N/N=C/c2cccnc2)c1CSc1ccccc1	4	9	4	-9	.	-11	4	6.7	23	18
NC(=O)C1C(=O)c2ccccc2C1(C[N+](=O)[O-])c1ccccc1 (centres undefined)	-4	3	0	46*	1	.	.	-0.1	-29	.
Cc1occc1-c1nnc(SCC(=O)c2ccc3c(c2)OCCO3)n1CC1CCCO1 (centres undefined)	-3	-3	-3	-9	-2	2	3	0.1	4	11
COc1ccccc1OCCNc1nc2c(c(=O)n(C)c(=O)n2C)n1C	-2	2	12	4	-5	1	-4	0.2	5	9
COc1ccc(S(N)(=O)=O)cc1C(=O)OCCCOc1ccc(F)cc1	-2	5	-14	3	-5	-1	-3	-0.1	-5	7
Cc1ccccc1-n1nnnc1SCc1csc(-c2ccccc2)n1	-3	-3	14	-2	-32	-4	4	0.5	-7	32
CC(C)(C)c1cc(CCC(=O)NCc2cccnc2)cc(C(C)(C)C)c1O	6	5	-3	-9	3	.	-4	-0.7	4	-3

Remaining list, next part
SMILES	Anthrax LF prot	PrPC surface inh	BoNT-F LC inh	CCHF vOTU inh	PriA SSB inh	Rv3671c protease	3CLpro inhibitor	BoNT A protease	MazF activator	VHR inh abs
O=C1CN=C(c2ccccc2)c2c(sc3c2CCCC3)N1	-2	4	-10	26	1	5	2	-0.2	6	21
Clc1cccc(NCc2nnc3n2CCCCC3)c1	-3	7	-9	-4	-11	0	1	-0.4	0	10
COCCn1c(N)c(N(Cc2ccccc2)C(=O)C2CCCC2)c(=O)[nH]c1=O	-1	-6	-14	3	-3	-11	0	-2.9	-2	16
Cc1c(C(=O)NCc2cccnc2)oc2ccc(S(=O)(=O)N3CCCCC3)cc12	-6	18	-14	-11	-3	1	1	-2.3	1	13
COC(=O)c1cn(C)c2ccc(S(=O)(=O)N3CCOCC3)cc2c1=O	-5	0	-2	-4	-10	7	-2	-1.4	6	16
CSCCC(NS(=O)(=O)c1c(Cl)cccc1Cl)C(=O)O (centres undefined)	0	-4	-4	-11	-9	-1	3	-0.1	9	6
O=C(Nc1cccc(S(=O)(=O)N2CCOCC2)c1)C1CC(=O)N(c2ccc3c(c2)OCCO3)C1 (centres undefined)	-1	-2	-7	6	-6	-2	.	1.2	3	.
O=C(CC[C@H]1O[C@@H](n2cnc3c(NC(=O)c4ccccc4)ncnc32)[C@H](O)[C@@H]1O)NCC(F)(F)F	-5	-4	-7	0	.	.	.	-0.2	.	.
O=C(C1=C[C@H](c2ccc3c(c2)OCO3)C[C@H](OCc2ccc(CO)cc2)O1)N1CCCCCCC1	-1	4	-4	1	41*	-2	-3	-0.3	0	7
Cc1c(C(=O)O)oc2ccc(S(=O)(=O)NCCC3=CCCCC3)cc12	-4	3	-10	10	-5	2	-1	-0.1	-6	4
C/C(=N\Nc1ncc(Br)cn1)c1cccc([N+](=O)[O-])c1	-4	-15	19	13	.	0	7	-0.5	2	20
CCN(CCCNC(=O)C1c2ccccc2C(=O)N(CCOC)C1c1ccc(F)cc1)Cc1ccccc1 (centres undefined)	3	-8	-5	18	-9	-5	-1	0.4	-6	16
CCOc1ccc(-c2ccc(SCC(=O)Nc3nnc(C)s3)nn2)cc1	-8	-7	-2	0	-2&-10	-2	3	0.4	-12	16
N#CCN(C(=O)COC(=O)CCCNC(=O)c1ccc(Cl)cc1)c1ccccc1	-4	-4	6	12	-1	-1	.	-0.4	5	.
NS(=O)(=O)c1ccc(CCNC(=O)CN2CCCCCC2)cc1	1	-4	2	-19	-1	7	0	0.6	6	-2
N=C(N)SCc1ccc(Cl)cc1Cl	-2	-6	-6	1	-17	-8	-3	-0.5	8	43
Cc1ccc(-c2nc(CSCC(=O)NCc3cccnc3)c(C)o2)cc1	?	11	15	-6	-7	2	2	?	-3	41
S=C(NCc1ccccc1)Nc1ccc2ccccc2c1	-1	-1	-8	2	-13	.	1	0.6	3	26
CCCCCCn1c(CN2CCN(C(=O)OCC)CC2)nc2c1c(=O)n(C)c(=O)n2C	-2	2	-26	23	-3	8	3	-2.8	-1	.
COCCCNC(=O)CN(CCc1ccccc1)S(=O)(=O)c1ccc(OC)cc1	3	5	-7	10	-9	1	2	-2.5	-3	-5
O=C(N/C=C/n1cnc2cc(C(F)(F)F)ccc21)c1ccccc1	1	-9	2	22	0	-2	-2	-0.1	-9	-2
N#Cc1cc2c(nc1SCC(=O)Nc1ccc(Cl)cc1)C1CCN2CC1	-5	0	2	-15	-7	13	-7	-0.4	-2	14
COCc1nnc(SCC(=O)NCc2ccccc2)n1-c1ccccc1	1	-6	-2	3	1	9	-3	0.9	10	21
O=c1[nH]cnc2sc3c(c12)CN(Cc1ccccc1)CC3	-1	.	-14	.	-17	3	-1	-2.6	4	5
CCCCNC(=S)NNC(=O)c1csc2c1CCC(C)C2 (centres undefined)	-2	1	-6	3	-4	-3	2	-0.3	4	0

(further entries)
SMILES	Anthrax LF prot	PrPC surface inh	BoNT-F LC inh	CCHF vOTU inh	PriA SSB inh	Rv3671c protease	3CLpro inhibitor	BoNT A protease	MazF activator	VHR inh abs
COc1ccc(COC(=O)C2CCN(S(=O)(=O)c3ccc(OC)c(OC)c3)CC2)cc1	1	5	2	15	-10	3	.	0.4	5	.
CCOc1ccccc1C1CC(c2ccccc2)Nc2nc(N)nn21 (centres undefined)	-2	-11	1	-21	-3	-1	-4	-0.4	1	-8
CCOC(=O)C1CCN(Cc2cc(=O)oc3c(C)c(C)ccc23)CC1	1	-4	?	11	-18	-1	1	-2.8	7	6
COc1ccccc1NC(=O)c1ccc([N+](=O)[O-])cc1[N+](=O)[O-]	-2	-48	0	5	8	2	2	0.3	-4	29
COC(=O)COc1coc(CN2CCN(c3cccc(Cl)c3)CC2)cc1=O	3	5	-3	-10	-6	7	-3	0.7	-2	28
Cc1ccc(C)c(N(CC(=O)N2CCc3ccccc3C2)S(C)(=O)=O)c1	-4	-6	0	4	-3	-1	.	-0.8	8	.
O=C(CSc1nnc2scc(-c3ccccc3)n12)N1CCCc2ccccc21	-2	4	-6	-24	0	3	0	0.1	-6	12
COc1ccccc1N1C(=O)C2C3C=CC(CC3)C2C1=O (centres undefined)	-8	-1	?	10	-1	2	4	?	1	35

Profiles from above. Order of values: Anthrax LF prot, PrPC surface inh, BoNT-F LC inh, CCHF vOTU inh, PriA SSB inh, Rv3671c protease, 3CLpro inhibitor, BoNT A protease, MazF activator, VHR inh abs
`Cc1ccc(C)c(N(CC(=O)N2CCc3ccccc3C2)S(C)(=O)=O)c1` in the list: -4, -6, 0, 4, -3, -1, ., -0.8, 8, .
`O=C(CSc1nnc2scc(-c3ccccc3)n12)N1CCCc2ccccc21` in the list: -2, 4, -6, -24, 0, 3, 0, 0.1, -6, 12

Source: PubChem BioAssay
